MDM2 E3 inh: blocks human Mdm2 ubiquitin ligase activity; Q00987; AID 1230; cell-based MDM2 ubiquitination luciferase reporter, 2 h; 0 = plate control, 100 = twice control, blank-subtracted; signal enhancement, % at 5 µM; 0.11% of 210,000 active;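 active = signal enhancement of 30% or more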;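 also: luminescence tracks abundance of the self-degrading MDM2-luciferase fusion protein; higher signal means inhibition of MDM2 E3 ligase activity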
Target sequence (Q00987 whole entry, looked up, the tested form may be a part): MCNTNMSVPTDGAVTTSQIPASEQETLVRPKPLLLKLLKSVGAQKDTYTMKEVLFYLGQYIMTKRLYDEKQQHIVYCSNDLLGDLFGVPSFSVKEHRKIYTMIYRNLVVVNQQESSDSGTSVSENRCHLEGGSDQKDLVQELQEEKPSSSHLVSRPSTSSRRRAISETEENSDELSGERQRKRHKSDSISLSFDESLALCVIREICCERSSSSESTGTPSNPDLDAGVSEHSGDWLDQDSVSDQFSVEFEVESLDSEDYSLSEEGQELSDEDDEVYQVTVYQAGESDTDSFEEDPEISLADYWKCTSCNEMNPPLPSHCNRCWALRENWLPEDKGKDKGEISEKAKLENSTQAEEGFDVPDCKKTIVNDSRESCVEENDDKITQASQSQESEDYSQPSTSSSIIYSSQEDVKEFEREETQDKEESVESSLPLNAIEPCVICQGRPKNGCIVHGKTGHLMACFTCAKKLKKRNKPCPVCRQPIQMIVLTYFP
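system = mammalian cells stably expressing self-ubiquitinating, self-degrading MDM2 E3–luciferase fusion | quantity = 2000 cells per well seeded | incubation = 4 h cell settling then 2 h compound exposure, 37 °C | signal = SteadyLite luminescence, 15 min reagent step | benchmarks = plate control and blank wells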
Calpain2 inh: inhibitors of pig calpain II; 0.37% of 220,000 active; inhibition, % at 16 µM; AID 1236; purified calpain II, fluorogenic peptide substrate, 30 min;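 active = inhibition above about 50%, limit read from the data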
Rad51 HR inh: blocks human Rad51 in homologous recombination; hRad51 DNA strand exchange, fluorescence dequenching; inhibition, % at 10 µM; 0.085% of 200,000 active;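 active = inhibition above 40% at the single screening dose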;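 also: 0% = DMSO control wells and 100% = blanks with heterologous ssDNA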
Target sequence (Q06609 whole entry, looked up): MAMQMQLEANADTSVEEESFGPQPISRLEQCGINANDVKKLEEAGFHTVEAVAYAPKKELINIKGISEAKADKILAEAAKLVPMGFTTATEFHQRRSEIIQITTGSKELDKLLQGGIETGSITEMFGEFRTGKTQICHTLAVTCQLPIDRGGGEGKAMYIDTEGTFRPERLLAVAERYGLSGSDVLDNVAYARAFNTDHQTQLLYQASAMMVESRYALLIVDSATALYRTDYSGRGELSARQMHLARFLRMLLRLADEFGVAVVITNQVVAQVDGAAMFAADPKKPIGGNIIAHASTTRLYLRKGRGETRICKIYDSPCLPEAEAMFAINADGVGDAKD
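Material: Human Rad51 nucleoprotein filaments preassembled on unlabelled ssDNA | Also added: Labelled 47-mer dsDNA for strand exchange | Dosing: Single dose, 10 µM final compound | Schedule: 30-min compound preincubation and 15-min exchange, both room temperature | Technique: Fluorescence dequenching at 485/520 nm | Measure: Percent inhibition relative to plate controls and blanks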
eIF4E 4G PPI: inhibitors of eIF4E and eIF4G interaction in translation initiation. P63073+Q04637. TR-FRET eIF4E-eIF4GI(517-606) binding, 2 h. inhibition, % at 21.7 µM. 0.37% of 220,000 active. AID 782;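 active = inhibition above about 30%, limit read from the data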;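 also: 0% = full FRET control wells and 100% = background wells lacking eIF4GI fragment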
TNF death inh: inhibitors of TNF-alpha induced necroptosis in Jurkat FADD-/- cells. 0.068% of 220,000 active. Jurkat FADD-/- TNF necroptosis rescue, ATP luminescence, 24 h; 0 = TNF only, 100 = no-TNF cells. activation (protection from cell death), % at 10 µM;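 active = activation, meaning protection from cell death, of at least 50% relative to plate controls; inactive = activation below 50%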;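 also: necroptosis triggered by 40 ng/mL TNF-alpha added together with compound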
zVAD death inh: L929 zVAD cell death inhibition; 0.38% of 220,000 active; viability rescue, % at 10 µM; L929 zVAD necroptosis rescue, ATP luminescence, 24 h; with zVAD 60 µM;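 active = activation, scaled between plate controls, above about 75%, limit read from the data; inactive = activation under that limit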;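 also: 0% = zVAD with DMSO and 100% = DMSO alone without zVAD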
PERK inhibitor: blocks human PERK kinase | Q9NZJ5 | CHO PERK-DD fusion, SEAP luminescence translation reporter | inhibition, % at 5.6 µM | 0.17% of 220,000 active;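 active = inhibition above the mean inhibition of all tested compounds plus 3 SD, set separately per screening campaign, cut at about 2.9% in these data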;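 also: PERK kinase domain activated by AP20187 dimerizer at 100 nM; 0% = DMSO with dimerizer and 100% = rapamycin at 8.4 µM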
EBV gp42 inh: blocks Epstein-Barr virus glycoprotein 42 binding | Q1HVG2 | Fluorescence polarization binding assay, mP read-out | inhibition, % (tested at 21.74 µM) | 0.42% of 220,000 active; in the data active = inhibition above about 50%
Target sequence (Q1HVG2 whole entry, looked up): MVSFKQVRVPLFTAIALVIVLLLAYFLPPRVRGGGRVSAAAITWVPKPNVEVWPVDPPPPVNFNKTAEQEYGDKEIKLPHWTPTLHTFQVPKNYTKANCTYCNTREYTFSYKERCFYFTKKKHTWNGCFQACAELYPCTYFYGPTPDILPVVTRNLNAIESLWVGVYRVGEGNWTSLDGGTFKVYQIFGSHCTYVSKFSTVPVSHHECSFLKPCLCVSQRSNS
KCC2 mod: modulates chloride dependent transport by human KCC2; Q9H2X9; KCC2 cells, thallium flux FluoZin-2 fluorescence; B-score of Tl+ flux slope (higher = more flux/activation; lower = inhibition) at 10 µM; 2.2% of 190,000 active; AID 1456;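 active = thallium flux slope and its plate-corrected score both differing from the plate sample mean at a set confidence after two filtering rounds, in either direction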;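 also: slope of fluorescence scaled to starting intensity during 10 to 20 s after thallium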
The depositor's hits bear a star; i = inactive; / = no result given; [ ] = another dose, or the depositor's remark.

SMILES	MDM2 E3 inh	Calpain2 inh	Rad51 HR inh	eIF4E 4G PPI	TNF death inh	zVAD death inh	PERK inhibitor	EBV gp42 inh	KCC2 mod
Cc1ccc(C)c(N2N=C(C(=O)Nc3ccc(S(=O)(=O)N4CCCC4)cc3)CCC2=O)c1	/	-31	-16	-6	-0.6	0.1	1.0	-20	-0.98
Cc1cccc(NC(=S)N/N=C/C(C)c2ccccc2)c1C (configuration not stated)	-11	-17	26	-4	0.7	0.6	0.0	-4	5.5
Cc1ccccc1-c1nc(CSc2nc3c(c(=O)[nH]2)CCC3)c(C)o1	/	-13	/	6	-2.5	/	2.0	-15	-1.2
O=c1c2ccccc2[nH]c2ccccc12	-1	i	-1	4	-3.2	6.4	1.2	0	0.6
COc1ccc(OC)c(C(C)NC(=O)c2ccc(Br)cc2)c1 (configuration not stated)	-7	7	2	-2	1.6	0.5	0.7	-19	0.3
O=C1C(c2ccc(F)cc2)N(Cc2ccc3c(c2)OCO3)C(=O)CN1C1CCCCC1 (configuration not stated)	-21	21	-5	3	-2.6	-0.1	-1.1	-14	-0.033
O=C(O)CSc1nnc(C2CC2)n1-c1ccccc1	-12	4	-2	-2	-1.7	0.3	2.1	-16	-0.65
CC(C)(C)SCCNC(=O)COc1ccccc1	5	-19	9	3	0.0	0.2	1.4	-6	-0.25
CC(Oc1cc(C(F)(F)F)cc(C(F)(F)F)c1)C(=O)NC(N)=O (configuration not stated)	2	-16	4	-1	-3.8	0.1	-0.3	-6	0.063
Cc1cccc(C)c1OCC(=O)N/N=C/c1cc2c(cc1[N+](=O)[O-])OCO2	-15	3	-5	-3	-0.2	-0.7	-0.3	-20	/
CC1CCCN(C2=NC(=O)/C(=C/c3cn(-c4ccccc4)nc3-c3cccc(S(=O)(=O)N(C)C)c3)S2)C1 (configuration not stated)	-12	-183	5	-2	0.0	1.2	-0.4	-9	/
O=C(c1cc2cc(Br)ccc2o1)N1CCOCC1	-11	-31	/	0	0.1	0.1	1.1	-3	0.8
CCn1c(CCNC(=O)c2ccc(OC)cc2)nnc1SCC(=O)Nc1ccccc1F	-15	17	19	-1	-0.3	-0.5	0.5	7	-0.027
COc1ccc(-n2c3nc4ccccc4nc3c3c(=N)oc(C)nc32)cc1	-5	-56	-7	1	0.6	2.6	-0.6	-17	0.42
O=C(O)CC1(Cc2nc(-c3cccs3)no2)CCCC1	-11	-1	-2	7	-0.1	0.6	0.8	-2	0.28
O=C(Cc1ccsc1-c1ccccc1)NO	-14	-31	2	/	-6.9	-0.2	0.2	-9	-0.66
CNS(=O)(=O)c1ccc(NC(=O)C(CCSC)NC(N)=O)cc1 (configuration not stated)	-3	-1	5	0	0.8	1.9	0.1	-1	/
COCCSc1nnc(NC(=O)C2CC(=O)N(c3ccc(Cl)cc3)C2)s1 (configuration not stated)	5	8	2	-5	-0.3	1.7	1.0	-1	0.69
CN(c1ccccc1C(=O)O)S(C)(=O)=O	-20	14	-4	-2	0.0	-0.2	1.0	8	0.53
COc1ccc(NC(=S)NNC(=O)CCn2cc([N+](=O)[O-])cn2)cc1	9	8	16	0	1.1	1.6	-0.3	-7	0
COc1ccc(-c2nc3c(c(=O)[nH]c(=O)n3Cc3ccccc3)n2C)cc1	6	-244	0	-5	-1.5	0.6	0.7	-27	/
Cc1ccc(C2CC(C(F)(F)F)n3nc(C(=O)Nc4c(C)n(C)n(-c5ccccc5)c4=O)cc3N2)cc1 (configuration not stated)	9	5	/	7	0.3	0.1	1.2	-14	0.76
O=C(Cn1c(C(F)(F)F)nc2ccccc21)c1ccccc1	-2	-2	-2	0	-1.0	-0.3	2.4	-14	/
C=CCn1c(O)c(N=O)c2cc(C)ccc21	-6	24	-10	0	-1.2	5.0	-0.2	4	-1.8
Cc1ccc(N(Cc2cc3ccccc3[nH]c2=O)S(=O)(=O)c2ccccc2)cc1	2	14	-15	0[fluorescence artefact?]	1.1	-0.5	-0.3	-12	0.69
Cn1c(=O)n(C)c2cc(NS(=O)(=O)c3ccc(F)cc3)ccc21	-12	-14	17	1	-4.8	8.2	2.3	-4	-0.046
CC1/C(=N/O)CC(c2ccccc2)N(C)C1c1ccccc1 (configuration not stated)	-9	-9	4	4	-0.9	1.6	-0.3	-2	1.1
COc1ccc(C2C(C(=O)Nc3cccnc3)=C(C)Nc3nc(-c4cccs4)nn32)cc1OC (configuration not stated)	0	14	-4	0	0.3	0.8	-0.4	-17	1.2
O=C(CCl)Nc1ccc(Sc2ccc(NC(=O)CCl)cc2)cc1	13	-22	3	-5	-28	60	-0.4	-6	0.14
O=[N+]([O-])c1ccc(Oc2ccc(S(=O)(=O)Nc3ccccc3)cc2)cc1	4	28	/	-1	-0.1	0.6	1.1	-19	-0.28
O=S(=O)(NCCCN1CCN(c2ccccc2F)CC1)c1cccc2cccnc12	-6	-41	-3	2	-1.0	1.1	0.1	-3	-0.57
COc1ccc(-c2cc(C(F)(F)F)n3nc(C(=O)NCCCn4ccnc4)cc3n2)cc1	-17	i	-4	1	-4.4	0.1	-1.3	5	-0.34
NC(=O)c1ccc(NC(=O)CSc2nnc(-c3ccncc3)n2Cc2ccco2)cc1	-5	-7	-8	3	-0.2	0.6	0.8	-18	-0.16
CNC(=O)c1ccc2c(c1)nnn2C	-11	-1	/	2[fluorescence artefact?]	2.7	-0.3	1.5	-2	-0.058
CCOC(=O)C1(Cc2ccccc2C(F)(F)F)CCN(CC2CC2)CC1	-6	29	-5	3	3.1	-2.8	-0.7	-5	0.23
CCCS(=O)(=O)C(=C1Nc2ccccc2N1)S(=O)(=O)CCC	0	-19	4	1	-0.1	0.2	0.3	0	0.036
Cc1cc(C)c2c(c1)C1C=CCC1C(c1ccc(S(=O)(=O)N3CCOCC3)cc1)N2 (configuration not stated)	-11	-43	1	-1	-3.2	0.1	-0.1	-11	/
O=C(C(=O)N1CCN(c2ccc(F)cc2)CC1)N1CCCCC1	-5	-7	0	2	-0.3	2.3	0.2	13	0.92
CCCC(CCC)C(=O)Oc1cc(C)[nH]c(=O)c1[N+](=O)[O-]	-89	19	-7	1	-0.4	-0.5	0.5	-6	2.8
C/C(CC1(O)C(=O)N(Cc2ccccc2)c2ccccc21)=N\O (configuration not stated)	1	7	0	-7	0.1	0.0	1.3	-15	0.052

Structures listed so far that contain a CF3 group (5):
SMILES	MDM2 E3 inh	Calpain2 inh	Rad51 HR inh	eIF4E 4G PPI	TNF death inh	zVAD death inh	PERK inhibitor	EBV gp42 inh	KCC2 mod
CC(Oc1cc(C(F)(F)F)cc(C(F)(F)F)c1)C(=O)NC(N)=O (configuration not stated)	2	-16	4	-1	-3.8	0.1	-0.3	-6	0.063
Cc1ccc(C2CC(C(F)(F)F)n3nc(C(=O)Nc4c(C)n(C)n(-c5ccccc5)c4=O)cc3N2)cc1 (configuration not stated)	9	5	/	7	0.3	0.1	1.2	-14	0.76
O=C(Cn1c(C(F)(F)F)nc2ccccc21)c1ccccc1	-2	-2	-2	0	-1.0	-0.3	2.4	-14	/
COc1ccc(-c2cc(C(F)(F)F)n3nc(C(=O)NCCCn4ccnc4)cc3n2)cc1	-17	i	-4	1	-4.4	0.1	-1.3	5	-0.34
CCOC(=O)C1(Cc2ccccc2C(F)(F)F)CCN(CC2CC2)CC1	-6	29	-5	3	3.1	-2.8	-0.7	-5	0.23

(list continues)
SMILES	MDM2 E3 inh	Calpain2 inh	Rad51 HR inh	eIF4E 4G PPI	TNF death inh	zVAD death inh	PERK inhibitor	EBV gp42 inh	KCC2 mod
CN1CCN(C2=C(Cl)C(=O)N(C3CCCCC3)C2=O)CC1	-12	1	-1	-1	-11	2.1	-1.2	-7	-0.03
O=C(CSc1nc2[nH]ncc2c(=O)n1-c1ccccc1)NCCc1ccccc1	-8	-17	2	0	1.8	2.1	0.0	3	0.043
O=c1c(C/C=C/c2ccccc2)c(O)nc2n1CCCS2	-7	-18	-3	0	-1.8	0.1	2.1	-1	0.045
COC(=O)c1c(Oc2nc(OC)cc(OC)n2)cccc1Oc1nc(OC)cc(OC)n1	5	0	-5	4	-0.4	0.1	0.8	-10	0.79
COc1ccc(OC)c(C2NC(=S)NC3=C2N2CCC3CC2)c1 (configuration not stated)	8	21	/	1	-0.6	0.1	1.0	-8	-0.85
COC(=O)c1ccc(S(=O)(=O)N(C2CCCCC2)C2CCCCC2)n1C	-15	33	5	2	0.3	-0.2	2.4	-15	-0.36
CCOc1ccc(N2C(=O)CC(NCCc3c[nH]c4ccccc34)C2=O)cc1 (configuration not stated)	-17	-1	11	1	0.1	2.4	0.5	4	-0.1
CCCC1Cc2nc(Cl)c(C#N)cc2CO1 (configuration not stated)	-7	-7	19	12	-1.1	-0.7	0.2	-13	0.43
CCOC(=O)C1(O)CSc2nc3sc(C(=O)O)c(C)c3c(=O)n21 (configuration not stated)	-1	-24	-12	2	-1.9	-1.3	-0.3	1	-0.2
CCOCCCNC(=O)C1CC(=O)N(C2CCCC2)C1 (configuration not stated)	3	14	-3	2	-0.8	0.3	-0.1	1	/
Cc1occc1C(=O)NNC1=CC(=O)CC(C)(C)C1	1	0	-3	8	0.6	0.3	0.8	-16	0.028
CNC(=O)c1nc(C)c(C2(C)CC(c3cccc([N+](=O)[O-])c3)=NO2)s1 (configuration not stated)	26	-21	0	-4	0.6	0.0	/	-20	0.55
Cc1ccnc2nc(C(=O)Nc3ccc(N4CCOCC4)cc3)nn12	-11	-27	-3	0	-1.7	-0.6	-0.2	-8	0.61
COc1ccc(C)cc1-n1c(N)c(C#N)c(C#N)c1-c1ccc(OC)c(OC)c1OC	-2	-13	5	0	-0.6	-1.0	-1.4	8	/
CNC(=O)c1ccc(-n2cccn2)nc1	-13	38	15	0	1.3	1.0	-0.2	-16	1
COc1ccc(OCC(=O)NN2Cc3ccccc3C2=N)cc1	1	-25	9	-16[fluorescence artefact?]	-2.8	-0.6	0.3	-18	-1.2
Cc1ccc2nc(SCC(=O)Nc3ccc(C(N)=O)cc3)[nH]c2c1	-16	19	-8	-1	2.9	12	0.9	-8	0.059
O=C1C2C(c3ccccc3)CC=CC2[C@H](c2ccc(C(F)(F)F)cc2)N1Cc1ccccc1 (some centres not stated)	-31	-14	-5	2	-11	2.0	/	-13	1.6
Cc1ccccc1CN1CCN(C/C=C/c2ccccc2)CC1	-5	-9	9	2[fluorescence artefact?]	0.9	0.0	-1.1	-9	0.0058
C=CCc1ccc(OCC(O)CO)c(OC)c1 (configuration not stated)	-6	-19	/	19[fluorescence artefact?]	0.8	1.1	0.1	-9	0.34

Copied from the list:
COc1ccc(C)cc1-n1c(N)c(C#N)c(C#N)c1-c1ccc(OC)c(OC)c1OC in TNF death inh shows -0.6
COc1ccc(OCC(=O)NN2Cc3ccccc3C2=N)cc1 in Rad51 HR inh shows 9

Next structures follow.
SMILES	MDM2 E3 inh	Calpain2 inh	Rad51 HR inh	eIF4E 4G PPI	TNF death inh	zVAD death inh	PERK inhibitor	EBV gp42 inh	KCC2 mod
CSCCC(NC(=O)OCc1ccccc1)C(=O)O (configuration not stated)	-11	5	-5	-2[fluorescence artefact?]	-1.3	0.0	0.5	-30	0.028
CCOC(=O)c1c(C)c(C(=O)N2CCc3ccccc3C2)c(C)n1CC	-16	0	4	-3	-3.8	1.4	-0.3	-6	-4.6*
CCN(CC)S(=O)(=O)c1cccc(-c2csc(C)n2)c1	-2	-16	/	-5	1.0	-0.5	-0.4	-2	-0.96
Cc1ccc(C(=O)CCC(=O)O)cc1	-21	-39	-5	-1[fluorescence artefact?]	0.8	0.4	0.1	-23	0.7
CC1CN(C2CC(C)(C)NC(C)(C)C2)CCC1=O (configuration not stated)	-5	-7	1	2	0.7	1.5	1.7	-30	/
